# Screening results deposited in PubChem by several laboratories.
# Exocytosis inh – blocks lytic granule exocytosis | TALL-104 LAMP-1 surface exposure, flow cytometry; cells stimulated with thapsigargin and PMA | inhibition, % at 10 µM | 0.66% of 360,000 active;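 active = inhibition above about 55%, limit read from the data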
# ABCB6 inh 2 – human ABCB6 transporter inhibition | Q9NP58 | K562-ABCB6 porphyrin accumulation, flow cytometry, 1 h; stronger effect = lower value | fluorescence ratio to DMSO, % at 10 µM | 0.19% of 360,000 active;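 active = fluorescence ratio to DMSO below 75%, the collection mean minus 3 SD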;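 note: signal is porphyrin accumulated inside mitochondria; 100% equals median channel fluorescence of DMSO control wells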
# Vif imaging – HIV Vif inhibition; HEK293T cells, Vif self-association by quenched fluorescence, imaging, 24 h; inhibition, % at 7.49 µM; 0.35% of 340,000 active; AID 602346; in the data active = inhibition above about 50%, passing the limit was not always enough; note: some results filed as inactive read as strong as hits
# aDG glyco act – increases alpha dystroglycan glycosylation; activation, % at 10 µM; 0.22% of 360,000 active; Pro5-aDG cells, alpha-DG glycosylation AlphaScreen (IIH6); 0% Pro5, 100% B10-LARGE cell signal; AID 624168;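 active = activation of at least 8% versus controls, or a plate z-score of at least 8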;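 note: Pro5 are CHO cells carrying HIG-tagged alpha-DG that lacks glycosylation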
# Cardio protect – protects H9c2 cardiomyocytes from peroxide injury | protection from H2O2 cell death, % at 20 µM | H2O2 injury protection, ATPLite, 2 h | 0.63% of 360,000 active;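 active = compounds giving at least 50% protection of heart cells from peroxide-induced death in the single-dose screen, raw or plate-pattern-corrected value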;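 note: 0% = DMSO wells with peroxide and 100% = DMSO wells without peroxide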
# CaV13 FRET inh – Disruptors of the CACNA1D IQ motif to Ca2+-dependent inactivation inhibitor domain association, primary screening, Förster resonance energy transfer in intact living …; AID 743397; 0.098% of 340,000 active; HEK cells, CFP/YFP FRET ICDI-IQ, plate reader, 10 min; percent FRET-ratio fall versus neutral wells; inhibition, % at 12.3 µM;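 active = mean replicate inhibition of at least 30% and at least 1% of replicates passing that level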;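 note: 0% = median of the neutral control wells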
# iPSC survival up – hiPSC single-cell survival enhancement; ATPlite luminescence; 100% = ROCK inhibitor wells, 0% = DMSO; survival enhancement, % at 20 µM; 0.044% of 360,000 active; AID 602274; in the data active = survival enhancement above about 18%;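 note: cells exposed to compounds for 16 hours before the ATP read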
# N-glyco inh – N-linked glycosylation inhibition | reporter increase, % at 12.5 µM | 0.23% of 360,000 active | D54 ERlucT glycosylation luciferase reporter, 24 h; percent of 100 nM tunicamycin response;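 active = mean luciferase reporter signal, scaled so untreated is 0 and the glycosylation-blocking control 100, at or above a set limit in every replicate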;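 note: luciferase carries N-glycosylation sites so blocking glycosylation raises the light; 0% = median of neutral control wells and 100% = median of 100 nM tunicamycin wells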
# PDI inh – inhibitors of human protein disulfide isomerase; PDI insulin aggregation turbidity, A650, 90 min; AID 588391; inhibition, % at 10 µM; 0.052% of 350,000 active; P07237;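 active = mean inhibition across replicates of 30% or more, whatever share of single replicates reach that level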;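 note: absorbance from insulin aggregation driven by PDI reduction with DTT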
# Target sequence (P07237 whole entry, looked up): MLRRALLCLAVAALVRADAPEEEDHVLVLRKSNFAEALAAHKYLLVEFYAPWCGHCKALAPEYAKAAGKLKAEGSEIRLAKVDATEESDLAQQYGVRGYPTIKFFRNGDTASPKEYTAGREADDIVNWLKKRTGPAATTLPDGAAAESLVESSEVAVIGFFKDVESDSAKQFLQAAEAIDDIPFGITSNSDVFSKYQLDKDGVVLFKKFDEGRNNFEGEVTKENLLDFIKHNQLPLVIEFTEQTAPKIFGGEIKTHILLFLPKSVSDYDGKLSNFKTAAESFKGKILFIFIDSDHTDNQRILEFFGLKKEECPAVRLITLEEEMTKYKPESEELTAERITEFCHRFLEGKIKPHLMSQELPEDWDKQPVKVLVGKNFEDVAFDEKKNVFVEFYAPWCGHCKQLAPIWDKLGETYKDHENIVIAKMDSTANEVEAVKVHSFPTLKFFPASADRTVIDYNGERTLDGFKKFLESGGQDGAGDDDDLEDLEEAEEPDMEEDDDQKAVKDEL
# m5-HT2A agonist – agonists of mouse serotonin 5-HT2A receptor (HTR2A); P35363; CHO-K1 mHTR2A beta-arrestin complementation, luminescence; percent of 30 µM serotonin response; activation, % at 7.6 µM; 0.66% of 360,000 active; AID 624169;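 active = activation above a run cutoff, the mean activation of all tested compounds plus 3 SD, cut at about 14% in these data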;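 note: 0% = plate median of compound wells and 100% = 30 µM serotonin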
# Target sequence (P35363 whole entry, looked up): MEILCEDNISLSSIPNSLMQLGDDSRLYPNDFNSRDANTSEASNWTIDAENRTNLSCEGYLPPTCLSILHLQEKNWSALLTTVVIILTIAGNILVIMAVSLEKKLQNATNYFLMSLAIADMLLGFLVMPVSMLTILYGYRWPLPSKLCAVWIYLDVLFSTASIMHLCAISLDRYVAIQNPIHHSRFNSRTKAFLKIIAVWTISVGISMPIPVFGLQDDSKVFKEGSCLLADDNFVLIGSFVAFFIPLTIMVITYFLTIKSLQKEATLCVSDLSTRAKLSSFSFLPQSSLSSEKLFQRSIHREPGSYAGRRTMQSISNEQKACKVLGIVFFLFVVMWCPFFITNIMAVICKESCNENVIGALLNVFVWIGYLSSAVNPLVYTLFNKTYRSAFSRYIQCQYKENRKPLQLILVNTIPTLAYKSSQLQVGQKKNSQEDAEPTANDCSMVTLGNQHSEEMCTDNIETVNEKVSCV
# Active calls of the source: *; x = not tested or not shown.
structure,Vif imaging,iPSC survival up,ABCB6 inh 2,m5-HT2A agonist,Exocytosis inh,CaV13 FRET inh,aDG glyco act,N-glyco inh,PDI inh,Cardio protect
CCN1CCN(S(=O)(=O)c2ccc(Cl)c(C(=O)N(CC(C)C)C3CCS(=O)(=O)C3)c2)CC1 (stereo not given),-1,-0.3,100,-4,6,-6,-0.1,0,10,-5
COc1ccc(C(=O)N=C2SC3CS(=O)(=O)CC3N2Cc2ccccc2)cc1OC (stereo not given),2,0.9,96,2,1,-3,0.0,-9,-13,-4
Cc1ccc(NC(=O)c2ccc3c(c2)N(CC(=O)N2CCCCC2)C(=O)C(C)(C)O3)cc1,10,-2.3,95,2,2,-4,0.3,4,10,9
CCC(Sc1ncccc1Nc1ccccn1)C(=O)O (stereo not given),5,-0.9,100,4,30,-5,0.0,1,5,8
CC1(C)CCC(=O)N2CC[C@H]3C[C@H](OC(=O)Nc4ccc(Br)cc4)C[C@@H]1[C@H]32,10,0.4,94,1,36,1,0.0,3,-1,-11
C/C(=N\Nc1ccccn1)c1ccc(OC(F)F)cc1,3,-1.2,98,0,2,-2,-0.1,-2,7,18
Cc1[nH]n(-c2ccc([N+](=O)[O-])cc2)c(=O)c1C=NCCc1c[nH]c2ccccc12,-9,0.3,96,5,28,-3,0.0,3,-3,-4
CS(=O)(=O)N1CCN(c2ccccc2NC(=O)c2ccc(-c3ccc(Cl)cc3Cl)o2)CC1,-6,6.1,95,-4,0,-5,0.0,-5,-6,13
CCCNC(=O)c1onc(CSc2ccncc2)c1C(=O)NCCC,-2,-1.6,92,4,3,-10,0.0,-2,2,5
COc1ccc(NC(=O)C2(C)CCN2CCOc2ccccc2)cc1OC (stereo not given),22,-1.2,82,0,-1,-5,0.2,2,0,7
O=C(COC(=O)c1ccc(S(=O)(=O)N2CCOCC2)cc1)NC1CCCCCC1,-2,-1.7,99,-2,-2,-10,0.3,1,0,6
O=C(CSc1nc2ccccc2n1S(=O)(=O)c1ccccc1)N1CCCC1,-2,0.0,95,1,0,-16,-0.1,0,-21,1
CCOC(=O)[C@@H]1[C@H]2COc3ccccc3[C@@H]2N2C(=O)N(c3cccc(Cl)c3)C(=O)[C@]12C,-5,2.1,104,0,-5,-7,0.2,-2,-3,-3
C=CCNC(=S)N/N=C/c1cccc([N+](=O)[O-])c1,6,-1.7,103,-1,-4,-2,0.8,-3,15,2
c1ccn2cc(C34CC5CC(CC(C5)C3)C4)nc2c1,1,-0.6,100,-5,-16,9,0.2,-4,4,-9

structure,Vif imaging,iPSC survival up,ABCB6 inh 2,m5-HT2A agonist,Exocytosis inh,CaV13 FRET inh,aDG glyco act,N-glyco inh,PDI inh,Cardio protect
CCN1C(=O)C2(SC(NC(C)=O)=NN2C(C)=O)c2cc(C)cc(C)c21 (stereo not given),-5,2.9,95,-1,0,-5,0.0,5,15,4
COC(=O)/C=C1/SC(=NC(=O)c2cccc([N+](=O)[O-])c2)NC1=O,3,0.7,102,-1,-5,-7,-0.2,4,2,0
COc1ccc(N2CC(C(=O)Nc3nnc(SCCC4OCCO4)s3)CC2=O)cc1 (stereo not given),2,0.1,104,-1,-1,-6,0.2,2,-3,3
CCCCC(CC)C(=O)Nc1ccc(S(=O)(=O)N2CCCC2)cc1 (stereo not given),-5,0.4,90,0,-4,-4,0.0,-2,8,-2
COc1cccc(C2CC(c3cccc(NS(C)(=O)=O)c3)=NN2C(=O)c2ccccc2)c1OC (stereo not given),-8,-1.6,88,-2,-2,-5,-0.3,0,7,-2
Nc1nc(SCC(=O)NNc2c(Cl)cc(Cl)cc2Cl)n[nH]1,-9,-0.3,94,-1,2,-4,-0.1,0,-4,6
O=C(Nc1cn(-c2ccccc2)nc1-c1ccc(F)cc1)c1ccccc1,-1,3.1,95,-3,-2,-4,0.4,2,-12,-2
Cc1nn(C)cc1CNC(=O)COc1ccc(Cl)cc1Cl,x,-2.9,90,0,-1,-5,15*,x,8,-14
CC(=O)Nc1ccc(SC[C@H](Cc2ccccc2)N2CCN(CCc3ccccc3)CCC2=O)cc1,0,-2.2,97,-4,15,-6,0.2,-3,0,-16
Cc1ccc(C)c(C(=O)COC(=O)Cn2[nH]c(=O)c3ccccc3c2=O)c1,-3,-0.2,94,11,1,-3,0.1,-3,2,82*
COC(=O)[C@@]1(C(C)C)N=C(c2cc(OC)c(OC)c(OC)c2)[C@]2(O1)C(=O)N(Cc1ccc(OC)cc1)c1ccc(Br)cc12,x,-2.0,101,3,22,-6,0.0,x,x,x
CC(C)Nc1nc2nonc2nc1Nc1ccccc1,1,-0.5,92,-8,-4,-5,0.0,-1,-8,-17
CCOC(=O)N1CCN(C(=O)c2ccc3c(=O)n(Cc4ccccc4)c(=S)[nH]c3c2)CC1,x,-1.3,91,0,3,-5,0.2,-2,-1,-3
Cc1nnc(SCc2cccc([N+](=O)[O-])c2)[nH]c1=O,4,-1.7,119,3,20,-7,-0.5,5,-4,11
Cc1cccc(OCc2nnc(SCC(=O)c3ccccc3)o2)c1,0,-0.1,102,-4,4,-5,0.0,-2,1,-2

structure,Vif imaging,iPSC survival up,ABCB6 inh 2,m5-HT2A agonist,Exocytosis inh,CaV13 FRET inh,aDG glyco act,N-glyco inh,PDI inh,Cardio protect
O=C(c1cc2cc(F)ccc2[nH]1)N1CCN(c2ccc(F)cc2)CC1,-6,-0.5,97,-2,0,-3,0.0,1,0,-6
O=C(c1cccs1)N1CCN(Cc2cccc([N+](=O)[O-])c2)CC1,-7,2.4,87,8,1,-3,0.2,0,-9,11
O=c1ccc2[n+]([O-])c3ccc(O)cc3oc-2c1,7,1.4,103,7,3,-19,0.3,5,17,7
NC(=O)CN1C(=O)C(=O)N(Cc2ccccc2Cl)C1=O,-4,-0.6,96,3,-1,-2,-0.1,0,9,-2
Oc1oc(-c2cccc3ccccc23)nc1/C=N/c1nccs1,4,-1.0,103,-4,-1,-3,-0.3,2,-7,14
CCC(C(=O)Nc1cc(C(=O)O)ccc1C)c1ccccc1 (stereo not given),-3,-1.1,107,0,2,-5,0.0,2,-14,1
COc1ccc(S(=O)(=O)NCc2cccnc2)cc1NC(=O)c1ccc(Cl)cc1,2,-0.4,100,2,-3,-2,0.4,0,1,1
O=C(O)CCCn1cc(NC(=O)c2cc(F)c(F)cc2Cl)cn1,8,-0.9,104,2,-5,-6,-0.4,1,-4,-3
CN(C)S(=O)(=O)c1cccc(C(=O)NCCOC(=O)c2cc(F)c(F)cc2Cl)c1,-5,-0.4,93,-3,9,-2,0.0,-1,4,2
COC(=O)c1sccc1NC(=O)c1csc2c1CCCC2,-10,-1.8,100,-1,-1,-8,0.0,-1,2,-4
Cc1sc2ncnc(SC(C)C(=O)N3c4ccccc4Sc4ccccc43)c2c1C (stereo not given),-3,-0.8,95,-2,26,x,-0.2,-13,-9,-5
CCN(CC)S(=O)(=O)c1ccc(C)c(NC(=O)/C=C/c2cccs2)c1,21,2.3,97,-1,3,-2,0.7,-3,-3,-6
Cc1c(S(=O)(=O)N2CCc3ccccc3C2)c(=O)n(C)c(=O)n1C,9,3.7,102,-3,-4,-3,0.6,0,x,1
O=C1O/C(=C/C(=O)N2CCOCC2)c2ccccc21,3,0.3,102,2,-1,-5,-0.1,-2,8,-3
COC(=O)Cc1c(C)nc2nc(-c3ccc(OC)cc3)[nH]n2c1=O,0,-1.5,86,1,1,-3,-0.3,3,1,-8

structure,Vif imaging,iPSC survival up,ABCB6 inh 2,m5-HT2A agonist,Exocytosis inh,CaV13 FRET inh,aDG glyco act,N-glyco inh,PDI inh,Cardio protect
O=C(COC(=O)C1=COCCO1)NCc1ccc(F)cc1,-6,0.9,87,7,7,-6,0.0,0,11,0
CCCCCNC1=CC(=O)CC(c2ccccc2)C1 (stereo not given),-6,0.3,105,-7,-20,x,-0.2,6,1,-17
Cn1c(C(=O)O)c(C=O)c2ccccc21,8,-0.6,88,0,-1,2,-0.1,0,2,-5
CC(=O)Nc1ccc(-c2ccnc3c2CC(C(=O)Nc2ccc(C(C)C)cc2)O3)cc1 (stereo not given),-5,-0.3,100,-2,-5,-5,0.1,-7,5,7
Cc1nc2ncccn2c1-c1csc(Nc2ccccc2)n1,-2,0.9,95,3,0,-4,0.6,9,4,-13
O=C(Nc1ccc(Cl)cc1)c1ccc(Br)cc1F,-6,-0.2,103,-1,-3,-6,0.8,-7,-4,-15
O=CNc1cc(-c2ccc(C(=O)N3CCOCC3)cc2)cn2c(-c3ccc(F)cc3)cnc12,6,-3.2,99,0,-2,-8,-0.1,-9,-18,21
CCc1nc2cc(NC(=O)C3(C)CCCN(C(C)C)C3)ccc2o1 (stereo not given),6,2.8,96,1,-3,-5,-0.2,0,6,2
Cc1nc2scc(C)n2c(=O)c1S(=O)(=O)NCCc1ccc(Cl)cc1,5,-0.2,98,0,-4,-7,-0.1,3,4,-2
CCCCn1c(SC(C)C(=O)NCC2CCCO2)nc2cc(C(=O)OC)ccc2c1=O (stereo not given),-10,-0.4,93,8,2,-6,-0.1,0,14,8
CN(Cc1cnccn1)Cc1nc(Cc2ccccc2Cl)no1,2,1.3,99,-3,-2,5,-0.2,1,7,0
COc1ccc(Cn2c(SCc3ccccc3C)nc3cc(OC)c(OC)cc3c2=N)cc1,-15,-1.7,90,-8,96*,-8,-0.8,-12,15,-17
O=C(O)c1ccc(NC(=O)c2ccco2)c(NC(=O)c2ccco2)c1,-6,-0.3,101,2,16,-6,-0.2,5,2,-1
Cc1cc(C)cc(SCc2noc(C(=O)NC(C)C)c2C(=O)NC(C)C)c1,-3,-1.4,98,12,0,x,0.0,1,7,-5
COc1cc(C)c(NC(=O)COc2cccc3c2OC(C)(C)C3)cc1OC,-2,2.0,89,-2,4,x,0.9,-3,-2,-16

# Looked up above.
# In m5-HT2A agonist, O=C(COC(=O)C1=COCCO1)NCc1ccc(F)cc1 has the entry 7
# In N-glyco inh, COc1ccc(Cn2c(SCc3ccccc3C)nc3cc(OC)c(OC)cc3c2=N)cc1 has the entry -12

# Carrying on:
structure,Vif imaging,iPSC survival up,ABCB6 inh 2,m5-HT2A agonist,Exocytosis inh,CaV13 FRET inh,aDG glyco act,N-glyco inh,PDI inh,Cardio protect
COc1ccc2c(c1)C1NC(=S)NC(C)(O2)C1C(=O)Nc1ccc(Cl)cc1 (stereo not given),4,-0.8,94,0,-2,-3,-0.4,4,7,8
CCCCN1CC[C@@H]2C=CC[C@H](C(=O)OC)[C@@H]2C1=O,-8,3.0,100,-2,2,-6,0.1,3,0,1
Cn1cc(CNC(=O)COc2ccc(Cl)cc2Cl)cn1,-4,-4.1,95,7,5,-4,0.0,0,13,2
NC(=O)c1cc([N+](=O)[O-])ccc1NCc1cnccn1,-5,4.8,99,1,3,-5,0.2,2,12,9
O=S1(=O)N=C(N(Cc2cccs2)c2ccc(O)cc2)c2ccccc21,1,-1.1,94,1,-4,-6,-0.4,-1,7,-4
O=C(CNC(=O)c1cc(Cl)cc([N+](=O)[O-])c1)NC1CC1,-6,-0.3,93,-1,-1,-5,0.0,2,3,5
CCN1CCCc2cc(CN(CCN3CCOCC3)C(=S)Nc3ccc(C)cc3)ccc21,6,-0.6,94,-2,-3,-2,0.0,-3,0,-6
CC1(c2cccc(Br)c2)NC(=O)N(CC(=O)NCC2CCCO2)C1=O (stereo not given),1,-0.4,99,7,13,-6,0.3,-1,10,5

# Fetched by structure from above:
structure,Vif imaging,iPSC survival up,ABCB6 inh 2,m5-HT2A agonist,Exocytosis inh,CaV13 FRET inh,aDG glyco act,N-glyco inh,PDI inh,Cardio protect
NC(=O)c1cc([N+](=O)[O-])ccc1NCc1cnccn1,-5,4.8,99,1,3,-5,0.2,2,12,9
CC1(c2cccc(Br)c2)NC(=O)N(CC(=O)NCC2CCCO2)C1=O (stereo not given),1,-0.4,99,7,13,-6,0.3,-1,10,5
